M. tuberculosis: growth inhibition of non-replicating M. tuberculosis (AID 488890); Mycobacterium tuberculosis non-replicating, growth inhibition; higher % means a stronger effect; inhibition, % at 25 µM; hits with a dose series show IC50 in µM; 0.39% of 320,000 active; in the data active means a potency from the dose series; inconclusive means inhibition mostly from about 82% at the one dose, without a potency; inactive means the rest, 99 in 100 with inhibition below about 76%;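 further: plate controls were DMSO cells for no effect and high antibiotic wells for full effect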
M. tuberculosis HTS: M. tuberculosis growth inhibition, HTS (AID 449762). M. tuberculosis H37Rv growth inhibition, 7H9 media; higher % means a stronger effect. inhibition, % at 25 µM; hits with a dose series show IC50 in µM. 0.59% of 330,000 active; in the data active means a potency from the dose series; inconclusive means inhibition above about 70% without an active follow-up result;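 further: bacterial growth assessed after seven days of incubation; strong numbers were not always called active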
Salmonella PhoP GFP: Inhibition of PhoP regulon, Salmonella typhi GFP reporter cells, confirmation, 4 h (AID 1850). inhibition, % at 50 µM; hits with a dose series show IC50 in µM. 0.33% of 310,000 active. Salmonella Typhi PhoP-promoter GFP reporter, fluorescence, 4 h; higher % means a stronger effect; in the data active means a potency from the dose series; inconclusive means inhibition mostly from about 25% at the one dose, without a potency; inactive means the rest, 99 in 100 with inhibition below about 19%;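 further: 0% = induced wells with vehicle and 100% = uninduced wells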
VEEV TC-83 Vero: inhibitors of VEEV TC-83 cytopathic effect, confirmation, Vero cells (AID 588727); 0.13% of 350,000 active; Vero cells, VEEV TC-83 cytopathic effect inhibition; higher % means a stronger effect; one-dose inhibition, % at 20 µM; IC50 in µM for titrated hits; in the data active means a potency from the dose series; inconclusive means inhibition mostly from about 14% at the one dose, without a potency; inactive means the rest, 99 in 100 with inhibition below about 12%; further: strong numbers were not always called active
influenza NS1A: NS1A inhibition, H1N1 influenza, cell based functional assay (AID 504329); NS1A functional cell-based assay, percent inhibition; higher % means a stronger effect; inhibition, % at 12.5 µM, or IC50 in µM where a hit was titrated; 0.3% of 340,000 active; in the data active means a potency from the dose series; inconclusive means inhibition above about 27% without an active follow-up result; further: strong numbers were not always called active
VEEV TC-83 Vero 10K pilot screen: also measured in VEEV TC-83 Vero; calls as there; inhibition, %; measured here: 10K pilot screen inhibition
Active calls of the source: *; i = inactive; u = inconclusive; x = not tested or not shown. Compounds were not picked by outcome. Share with any hit: about 1.5%.

A first look, 3 compounds:
SMILES | M. tuberculosis | M. tuberculosis HTS | Salmonella PhoP GFP | VEEV TC-83 Vero | influenza NS1A | others
Cc1cccc(Nc2nnc(SCC(=O)c3c(N)n(C4CC4)c(=O)[nH]c3=O)s2)c1 | -15.2% | 1.8% | x | 1.9% | 3.4%
CCc1nc(N)c(C#N)c(-c2ccc(F)cc2)c1C | 5.9% | 3.3% | 2.2% | 1.3% | -9.0%
Cn1cc(-c2nc3ccccc3[nH]2)c2ccccc21 | 8.5% | 1.4% | 7.7% | 8.3% | 3.1%

The list itself, from the start:
SMILES | M. tuberculosis | M. tuberculosis HTS | Salmonella PhoP GFP | VEEV TC-83 Vero | influenza NS1A | others
Cc1cccc(Nc2nnc(SCC(=O)c3c(N)n(C4CC4)c(=O)[nH]c3=O)s2)c1 | -15.2% | 1.8% | x | 1.9% | 3.4%
CCc1nc(N)c(C#N)c(-c2ccc(F)cc2)c1C | 5.9% | 3.3% | 2.2% | 1.3% | -9.0%
Cn1cc(-c2nc3ccccc3[nH]2)c2ccccc21 | 8.5% | 1.4% | 7.7% | 8.3% | 3.1%
O=C(NCc1ccc2c(c1)OCO2)c1cccc(N2CCCC2=O)c1 | 0.6% | -1.8% | 2.9% | 0.1% | -0.5%
COc1ccc(-c2noc(C3CCCN(C(=O)c4ccccc4OC)C3)n2)cc1OC (centres undefined) | 17.9% | 0.8% | -8.2% | 4.9% | 8.4%
C=CCn1c(SCc2ccc(C(=O)NCCO)cc2)nc2sc(C)c(C)c2c1=O | 22.8% | 10.7% | 5.3% | 5.9% | -11.5%
CCN(CCNC(=O)Cn1cc2c(n1)CCCC2)c1ccccc1 | -17.1% | -7.8% | -1.2% | 0.1% | 5.4%
COc1ccc(C2CC3(CC(C)(C)NC(SC)=N3)Oc3cc(O)cc(C)c32)cc1 (centres undefined) | 43.4% | 5.8% | 0.4% | i | 2.7%
COc1ccc(OC)c(-c2nnc3n2N=C(c2ccc(OC)c(OC4CCCC4)c2)CS3)c1 | 64.7% | 13.4% | x | 12.7% | 19.3%
CCOC(=O)C1=NNC(C(=O)c2ccc(C)cc2)C1c1ccc(OC)cc1 (centres undefined) | 27.3% | -1.5% | 0.5% | 7.8% | 9.8%
O=C(Nc1ccc(Cl)cc1)N(Cc1nnc2n1CCCCC2)c1ccccc1 | 7.3% | 0.1% | 1.7% | i | -4.8%
COc1cccc(Cn2cnc3c(sc4nc(C)cc(C)c43)c2=O)c1 | -10.4% | -6.4% | 10.9% | 6.9% | -0.3%
CC(C)Oc1ccc(C(=O)Nc2ccc(C(F)(F)F)n(C)c2=O)cc1 | 29.1% | 13.7% | -6.3% | 1.4% | -5.8%
COc1cc(OC)cc(C(=O)N2CCN(C(=O)c3cccs3)CC2)c1 | 8.3% | -0.8% | 1.3% | 2.1% | -3.6%
Cc1nn(CC(=O)NC(C)CCc2ccccc2)c(=O)c2nn(-c3ccccc3)c(C)c12 (centres undefined) | 11.6% | -2.2% | 4.2% | 1.5% | 6.7%
O=C(CN1C(=O)NC(Cc2ccccc2)C1=O)NC(=O)NC1CCCCC1 (centres undefined) | 15.3% | 3.2% | -7.3% | 6.2% | -6.1%
O=C1NC(=O)C(CC(=O)N(Cc2cccs2)C2(C(=O)NC3CCCCC3)CCCCC2)N1 (centres undefined) | -4.4% | -2.7% | 2.6% | i | 10.5%
CCOC(=O)C1=C(C)Nc2nc3ccccc3n2C1c1ccncc1 (centres undefined) | 7.9% | 0.6% | -3.8% | 3.7% | 4.4%
O=C(O)c1cc(N/N=C/c2c[nH]c3ccccc23)ccc1Cl | -0.4% | -3.4% | 1.1% | 0.5% | 11.4%
CC(=O)Nc1ccc(C(=O)CN2C(=O)NC3(CCOc4ccccc43)C2=O)c(F)c1 (centres undefined) | 19.4% | -3.1% | x | 3.5% | 1.1%
COCc1nnc(NC(=O)c2ccc(S(=O)(=O)N3CCCCCC3)cc2)o1 | 11.5% | -12.1% | 7.0% | i | -0.8%
Cn1cc(S(=O)(=O)Oc2ccccc2)c(=O)n(C)c1=O | 6.0% | -4.1% | -11.1% | 0.8% | -4.2%
O=C(/C=C/c1ccc(Cl)cc1)NC(=S)Nc1ccc(NC(=O)c2ccco2)cc1 | 47.7% | 3.7% | -1.3% | 0.3% | 6.3%
O=C(/C=C/c1ccccc1)N1CCC[C@H]1CO | -7.0% | 2.8% | 2.9% | 0.2% | -6.0% | VEEV TC-83 Vero 10K pilot screen=0.7
CN1CCN(c2c(N)c(=O)oc3ccccc23)CC1 | -7.4% | 2.7% | -2.6% | 0.1% | -7.0%
CC(C)C(C(=O)Nc1ccc(N2CCOCC2)cc1)N1C(=O)c2ccccc2C1=O (centres undefined) | 1.4% | -1.9% | -5.0% | 0.6% | -3.9%
CN(CCC1CCOCC1)Cc1nc(Cc2ccccc2F)no1 | 8.4% | 0.3% | 6.7% | 0.9% | 17.6%
Cc1ccc(S(=O)(=O)Nc2ccc(O)c3ccccc23)c(C)c1 | u | 1.9% | -8.4% | 0.2% | -1.6%
CC(C)(C)n1nnnc1C(c1ccncc1)N1CCN(c2ccc(O)cc2)CC1 (centres undefined) | 32.7% | 0.5% | -5.0% | 0.3% | -0.2%
Cc1ccccc1OCC(=O)Nc1ccccc1N1CCOCC1 | 12.3% | 16.4% | 7.2% | 7.0% | -5.6%
CC(=O)c1cc(F)ccc1OCC(=O)Nc1ccc2c(c1)OCO2 | 5.7% | 0.6% | x | 2.7% | -4.7%
CNC[C@H](CC1CCCCC1)NC[C@H](CO)NCCc1cccc(C(F)(F)F)c1 | u | u | 10.8% | i | 8.1%
Cc1ccc2cc(C(c3nnnn3CC3CCCO3)N3CCc4ccccc4C3)c(=O)[nH]c2c1 (centres undefined) | 22.3% | 11.1% | 5.8% | 2.9% | -2.3%
Cn1ccc(O)c(C#N)c1=O | -15.7% | -7.1% | -0.7% | 1.3% | -1.4%
CN(C)c1nc2c(c(=O)[nH]c(=O)n2C)n1Cc1ccc(F)cc1 | x | -8.6% | -2.7% | 1.6% | -0.6%
CCOC(=O)c1c(C)[nH]c(C)c1C(=O)CSc1nnc(-c2cc(OC)c(OC)c(OC)c2)o1 | -4.6% | 1.7% | 12.4% | 5.8% | -3.8%
CC(=O)c1cccc(NC(=O)CCNC(=O)c2cccc(C)c2)c1 | 0.0% | -11.7% | 16.3% | 2.6% | 6.1%
COc1ccc(Nc2ncnc3sc(-c4ccccc4)cc23)cc1 | 17.1% | 13.6% | 2.8% | 1.4% | -4.6%
Cc1cc(C)n(C(=O)Cn2nc([N+](=O)[O-])c(Br)c2C)n1 | -9.1% | -2.1% | 5.8% | 0.6% | -3.7%
CN(c1ccccc1)c1nc(N)c([N+](=O)[O-])c(N2CCCC2)n1 | 5.7% | -0.2% | -2.0% | 0.6% | 0.2%
CC1CC(C)CN(C(=O)CCNC(=O)Cn2ccc3ccccc3c2=O)C1 (centres undefined) | -5.0% | -4.2% | 3.3% | 0.2% | 4.9%
Cc1cc(C)nc(SCc2cc(=O)c(OC(=O)c3cc([N+](=O)[O-])ccc3Cl)co2)n1 | 10.9% | -5.9% | -11.1% | 0.1% | 6.8%
O=C(COC(=O)C1CCCC1)Nc1ncc(Cl)cc1Cl | 15.9% | -16.1% | -0.1% | 1.4% | -5.2%
CN(C)/C=N/c1sc2c(c1C#N)CC(C)(C)NC2(C)C | 5.9% | 4.2% | 2.6% | 0.2% | 4.7%
COc1ccc(/C=C/C(=O)c2ccc(NS(=O)(=O)c3ccc(C)cc3)cc2)cc1O | 7.8% | 8.1% | -2.5% | >25µM* | -0.2%

Ordered by molecular weight (highest first): 4 of the compounds above
SMILES | M. tuberculosis | M. tuberculosis HTS | Salmonella PhoP GFP | VEEV TC-83 Vero | influenza NS1A | others
Cc1ccc2cc(C(c3nnnn3CC3CCCO3)N3CCc4ccccc4C3)c(=O)[nH]c2c1 (centres undefined) | 22.3% | 11.1% | 5.8% | 2.9% | -2.3%
COc1ccc(Nc2ncnc3sc(-c4ccccc4)cc23)cc1 | 17.1% | 13.6% | 2.8% | 1.4% | -4.6%
CC(=O)c1cc(F)ccc1OCC(=O)Nc1ccc2c(c1)OCO2 | 5.7% | 0.6% | x | 2.7% | -4.7%
CN(c1ccccc1)c1nc(N)c([N+](=O)[O-])c(N2CCCC2)n1 | 5.7% | -0.2% | -2.0% | 0.6% | 0.2%

The list continues.
SMILES | M. tuberculosis | M. tuberculosis HTS | Salmonella PhoP GFP | VEEV TC-83 Vero | influenza NS1A | others
COc1cc2c(cc1OC)CN(C(=O)CN1C(=O)NC3(CCC(C)CC3)C1=O)CC2 (centres undefined) | -5.3% | -9.0% | x | 6.5% | 5.6%
CC(CNC(=O)CN1C(=O)C(=O)N(C2CCCC2)C1=O)c1ccccc1 (centres undefined) | x | -10.6% | x | 1.9% | -12.1%
Cc1ccccc1CC(=O)Nc1ccc(S(=O)(=O)N2CCOCC2)cc1 | 35.2% | -20.6% | -4.1% | 5.8% | -6.6%
COc1cccc(NC(=O)c2ccc(C(=O)c3ccccc3)o2)c1 | 3.36µM* | 0.0% | 1.6% | 3.6% | 0.9%
CC(C)(C)OC(=O)C[C@@H]1C/C=C\C[C@@H](CC(=O)N[C@H](CO)Cc2ccccc2)C(=O)NC[C@H](c2ccccc2)OC1=O | -6.9% | 3.1% | x | 10.4% | -10.8%
COc1cc(OC)cc(C(=O)NCC(=O)OCC(=O)Nc2cc(S(C)(=O)=O)ccc2Cl)c1 | 4.4% | 7.3% | -3.4% | 1.7% | -23.2%
CCCCCCCCCC(=O)N1CCN(c2cc3c(cc2F)c(=O)c(C(=O)O)cn3CC)CC1 | x | 4.6% | -10.0% | i | 5.1%
COC(=O)C1=C(c2ccc(F)cc2OCc2ccccc2)C[C@@H]2CC[C@H]1N2C(=O)NCc1ccc(C(F)(F)F)cc1 | 36.8% | 9.9% | x | 3.1% | 1.6% | VEEV TC-83 Vero 10K pilot screen=1.2
CC(C)(CCl)C(=O)Nc1ccnc(-c2ccncc2)n1 | 7.0% | 1.0% | -2.6% | 0.7% | -7.3%
CC1(C)C(=O)NC(=O)N1Cc1ccccc1 | 4.7% | -7.0% | 5.8% | 0.4% | 9.2%
CCOC(=O)c1c(OCCO)nn(-c2ccccc2)c1N | -4.2% | -11.9% | 3.5% | 2.3% | -1.2%
CCN(CC)CCNCc1ccc(OCc2ccc(Cl)nc2)c(OC)c1 | -16.9% | -7.2% | -3.7% | 0.2% | 0.0%
COP(=O)(OC)C(Nc1ccc(C)cc1)c1ccc([N+](=O)[O-])cc1 (centres undefined) | -14.0% | -1.1% | -6.1% | 1.1% | 18.9%
CC(C)(C)c1ccc(O)c(N)c1 | 28.5% | -2.3% | 0.7% | x | x
CN1CCN(NC(=O)C2CC2)CC1 | -17.4% | 0.2% | -1.9% | i | -2.9% | VEEV TC-83 Vero 10K pilot screen=0.4
O=C1CCCN1CCC1CCN(C2CC(=O)N(c3ccc(Cl)cc3)C2=O)CC1 (centres undefined) | 36.4% | -1.6% | 30.4% | i | 1.0%
O=C(c1ccc(Cl)c(S(=O)(=O)N2CCCC2)c1)N1CCCC(C(F)(F)F)C1 (centres undefined) | 0.6% | -11.7% | -7.6% | 0.5% | -1.3%
Cc1c(C=O)c(Cl)n(C)c(=O)c1C#N | 4.9% | -4.9% | -25.5% | 0.1% | 1.4%
CC(C)(C)C(=O)N1CCC(O)(CS(=O)(=O)Cc2ccccc2Cl)CC1 | 1.7% | -0.2% | 12.7% | 1.2% | 0.7%
N#Cc1cc2c(nc1SCC(=O)Nc1cc(Cl)cc(Cl)c1)C1CCN2CC1 | -0.9% | 1.7% | -2.3% | 5.5% | -0.3%
Cc1cccc(-n2nc([N+](=O)[O-])c(=NC3CCN(Cc4ccccc4)CC3)n2O)c1 | 42.5% | -8.0% | 12.2% | 74.8% | 20.2%
CC(C)Cn1c(-c2ccco2)csc1=Nc1cccnc1 | 41.0% | 1.1% | -5.8% | i | 6.3%
COc1ccc(NC(=O)CN(C)S(=O)(=O)c2ccccc2)cc1 | -18.0% | 0.7% | -2.2% | i | 1.6%
COc1cc(-n2nc(C)c3c2OC(N)=C(C#N)C3c2ccccc2)c(Cl)c(Br)c1O (centres undefined) | 19.0% | 8.8% | 5.3% | 11.5% | 18.2%
COc1ccc(Cn2c(C3CCCCC3)nc3c(c(=O)c4ccccc4n3C)c2=O)cc1 | 11.9% | -0.6% | -6.0% | x | x
CC(NC(=S)NC1CCCCC1)c1ccc(C(C)(C)C)cc1 (centres undefined) | u | 0.4% | -13.1% | i | 7.0%
O=C(CSc1nnc(-c2ccccc2F)n1C1CC1)NC(=O)c1cccc([N+](=O)[O-])c1 | -1.0% | 4.3% | -8.7% | i | -6.2%

Screening results from PubChem BioAssay.
